POLK inh = blocks human DNA polymerase kappa activity. purified Pol kappa, fluorescent DNA synthesis assay, 10 min. Potency, µM (top dose mostly 107 µM), without a hit: top-dose activity, negative = inhibition, actives largely listed as inhibitors. 400,000 tested, 0.53% active; further: on the % scale 0 is the no-effect control and ±100 the full control effect
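Kinetic fluorescence screen: compound preincubated 15 min RT with 10 nM enzyme; 50 nM substrate (final) initiates; reads at 0/10 min.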
POLH inh = DNA polymerase eta (human) inhibition | Q9Y253 | 390,000 tested, 1.2% active | Potency, µM (series often up to 114 µM), without a hit: at the highest dose activity change, negative = inhibition, hits mostly inhibitors | recombinant Pol eta, fluorescent DNA replication assay; further: on the % scale 0 is the no-effect control and ±100 the full control effect
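Pol eta (10 nM) was preincubated with compounds for 15 min at room temperature, after which fluorescent replication substrate (50 nM final) was added to start the reaction. Fluorescence was read kinetically at 0 and 10 min.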
G9a block = blocks human histone lysine methyltransferase G9a; Q96KQ7; G9a H3K9 monomethylation, AlphaScreen, 2 h; Potency, µM (doses to about 102 µM), for the others: top-dose activity, negative = inhibition, hits mostly inhibitors; 350,000 tested, 8.8% active; AID 504332; further: on the % scale 0 is the no-effect control and ±100 the full control effect; nearly all actives have a fitted effect of over 75% in size
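Using a bead-based AlphaScreen, monomethylated H3K9 product from 2 h room-temperature reactions (G9a 20 nM, peptide 500 nM, SAM 20 uM) was detected with 0.5 ug/mL rabbit anti-H3K9me1 antibody.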
BLM helicase inh = blocks DNA unwinding by human BLM helicase | AID 2528 | Potency, µM (doses to about 56.1 µM), for inactives: at the top dose activity change, negative = inhibition, hits mostly inhibitors | recombinant BLM DNA unwinding, fluorescence dequenching | 350,000 tested, 0.2% active | P54132;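 further: plate controls were vehicle for no effect and no enzyme for full effect; nearly all actives have a fitted effect of over 35% in size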
Target sequence (P54132 whole entry, looked up): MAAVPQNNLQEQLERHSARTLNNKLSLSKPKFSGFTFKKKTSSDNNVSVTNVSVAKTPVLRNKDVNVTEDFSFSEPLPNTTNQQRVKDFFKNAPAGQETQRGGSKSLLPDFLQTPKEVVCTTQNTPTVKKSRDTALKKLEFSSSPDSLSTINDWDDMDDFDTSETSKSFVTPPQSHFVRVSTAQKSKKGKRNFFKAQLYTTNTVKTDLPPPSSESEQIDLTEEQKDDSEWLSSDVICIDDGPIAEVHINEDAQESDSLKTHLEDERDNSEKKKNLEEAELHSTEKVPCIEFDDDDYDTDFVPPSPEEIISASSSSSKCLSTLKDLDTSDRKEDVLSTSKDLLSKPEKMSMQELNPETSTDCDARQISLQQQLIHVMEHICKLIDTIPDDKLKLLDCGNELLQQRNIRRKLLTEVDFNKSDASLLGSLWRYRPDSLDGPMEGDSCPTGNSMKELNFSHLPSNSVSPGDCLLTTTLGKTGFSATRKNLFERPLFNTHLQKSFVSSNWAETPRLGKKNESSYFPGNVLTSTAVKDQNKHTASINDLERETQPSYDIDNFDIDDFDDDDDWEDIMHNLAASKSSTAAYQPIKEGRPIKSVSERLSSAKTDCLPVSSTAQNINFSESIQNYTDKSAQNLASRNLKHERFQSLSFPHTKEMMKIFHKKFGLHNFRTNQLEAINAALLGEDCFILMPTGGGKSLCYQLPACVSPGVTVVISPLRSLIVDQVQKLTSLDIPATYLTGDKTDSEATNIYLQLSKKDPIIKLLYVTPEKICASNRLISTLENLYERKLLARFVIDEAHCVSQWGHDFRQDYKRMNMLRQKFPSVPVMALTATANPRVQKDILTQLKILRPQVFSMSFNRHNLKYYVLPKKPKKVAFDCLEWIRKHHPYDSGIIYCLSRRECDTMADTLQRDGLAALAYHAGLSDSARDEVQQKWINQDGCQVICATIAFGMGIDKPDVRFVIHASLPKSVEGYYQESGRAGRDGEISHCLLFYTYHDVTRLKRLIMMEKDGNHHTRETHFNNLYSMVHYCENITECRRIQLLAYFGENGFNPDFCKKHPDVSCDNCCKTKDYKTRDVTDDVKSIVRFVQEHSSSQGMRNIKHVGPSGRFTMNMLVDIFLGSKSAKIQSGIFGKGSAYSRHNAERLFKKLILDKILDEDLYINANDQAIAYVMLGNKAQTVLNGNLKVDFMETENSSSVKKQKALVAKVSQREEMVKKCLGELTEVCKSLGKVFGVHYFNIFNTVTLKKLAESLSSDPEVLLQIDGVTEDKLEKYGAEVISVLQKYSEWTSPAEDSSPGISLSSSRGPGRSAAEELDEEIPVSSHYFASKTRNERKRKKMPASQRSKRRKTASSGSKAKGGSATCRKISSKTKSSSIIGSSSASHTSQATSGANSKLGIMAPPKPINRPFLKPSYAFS
Pol iota inh = inhibitors of human DNA polymerase iota; Potency, µM (top dose mostly 115 µM), without a hit: at the top dose activity, negative = inhibition, actives largely listed as inhibitors; Pol iota fluorescent replication assay, 10 min; 390,000 tested, 1% active
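Pol iota at 10 nM preincubated 15 min with compounds at room temperature; reaction started with fluorescent substrate, 50 nM final. Fluorescence read kinetically at 0 and 10 min; buffer-only wells as negative control.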
BAZ2B inh = BAZ2B (human) inhibition; Q9UIF8; Potency, µM (series often up to 114 µM), for the others: at the highest dose activity change, negative = inhibition, most hits filed as inhibitors; AID 504333; 360,000 tested, 4.4% active; AlphaScreen BAZ2B-H3K14Ac peptide displacement; further: on the % scale 0 is the no-effect control and ±100 the full control effect; nearly all actives have a fitted effect of over 60% in size
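AlphaScreen displacement: compounds (up to 110uM) incubated 30 min at room temperature with a preformed 50 nM BAZ2B/50 nM biotinylated H3K14Ac peptide complex in PBS pH 7.4 with Tween-20. Donor and acceptor beads at 10 ug/mL final added, 20 min light-protected before reading.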
POLB inh = blocks human DNA polymerase beta activity; Pol beta primer extension/strand displacement, fluorescence kinetic; Potency, µM (titrated, usually from 114 µM), without a hit: top-dose activity change, negative = inhibition, actives largely listed as inhibitors; 340,000 tested, 1.3% active; AID 485314; further: on the % scale 0 is the no-effect control and ±100 the full control effect
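Pol beta (10 nM) and compounds were preincubated 15 min at room temperature, then 50 nM substrate (final) started primer extension/strand displacement. Reads were taken at 0 and 10 min; concentration-response data were fitted to a four-parameter Hill equation.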
Anesthetic bind = candidate novel general anesthetic via apoferritin binding; P02791; apoferritin/1-aminoanthracene competitive binding, fluorescence; Potency, µM (doses to about 77.5 µM), without a hit: top-dose activity change, negative = displacement, actives largely listed as inhibitors; 350,000 tested, 0.074% active; further: on the % scale 0 is the no-effect control and ±100 the full control effect; nearly all actives have a fitted effect of over 20% in size
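Steps: apoferritin (10 uM) was premixed with half-saturated 1-AMA in PBS, compounds were pin-transferred, plates stood 10 min at room temperature, fluorescence was read at 380/535 nm, and curves were fitted with a Hill equation.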
APE1 inh = inhibitors of human APE1 endonuclease. recombinant APE1, TAMRA/BHQ-2 abasic DNA cleavage fluorescence. Potency, µM (series often up to 65.8 µM), inactives show top-dose activity change, negative = inhibition, hits mostly inhibitors. 350,000 tested, 0.35% active;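 further: plate controls were vehicle for no effect and reference inhibitor for full effect; nearly all actives have a fitted effect of over 55% in size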
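Enzyme (0.75 nM final) and test compound are incubated 15 min at room temperature before adding 50 nM quenched THF abasic-site duplex. Cleavage dequenches TAMRA, followed at 525/598 nm over three reads one minute apart.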
* hit, by the source's call; ? = inconclusive; nt = no result given; & = joins results of further samples; [ ] = another dose, or the depositor's remark. The call rests on the fitted dose curve; in most records, active means well fitted curve in the direction sought with a large enough effect; inconclusive means small, poorly fitted or top-dose-only effect, or another doubt; inactive means no such curve, though single readings can be large; an effect the other way counts as inactive or inconclusive. Potency means the concentration at half of the fitted maximal effect.

Second line of a record – POLK inh | POLH inh | G9a block | BLM helicase inh | Pol iota inh | BAZ2B inh | POLB inh | Anesthetic bind | APE1 inh
1: Cc1csc(NC(=O)CS(=O)(=O)c2ccccc2)n1
    -15% | -4% | -7% | 1% | -14% | 1% | ? | -5% | -8%
2: O=C(CNCc1ccccn1)Nc1cc(S(=O)(=O)N2CCCCC2)ccc1Cl
    5% | -16% | 25% | -11% | 3% | nt | 40%[activator] | -7% | 25%
3: CCC/C=C1\CCCOC(C(=O)NCc2ccccc2)(C(F)(F)F)C1 (stereo not drawn)
    -7% | nt | nt | 4% | -2% | nt | nt | -8% | -2%
4: CC1=C(C(=O)Nc2ccccc2C(=O)NCc2ccccc2)SCCO1
    -23% | -12% | 7% | -2% | ? | -38% | -19% | -12% | 48%[activator]
5: CCOC(=O)c1cnc(SC)nc1Sc1ccccc1
    -3% | ? | 115%[activator][59 µM] | -13% | -1% | 116%[activator] | ? | -21% | -5%
6: CCN(CC)CCNC(=O)c1ccc(NC(=O)C2CC(=O)N(c3ccc4c(c3)OCCO4)C2)cc1 (stereo not drawn)
    -4% | -8% | 40µM* | nt | -17% | 0% | nt | nt | -9%
7: CCOC(=O)c1cc(-c2ccccc2)n(CC(=O)Nc2ccccc2OCC)c1C
    -2%[60.1 µM] | -16% | -4%[59 µM] | -1% | 6% | 2% | -11% | -1% | nt
8: CCOC(=O)C1(CCC(C)C)CC(CSc2nc3ccccc3[nH]2)OC1=O (stereo not drawn)
    -10% | -15% | 14%[12.7 µM] | -8% | ? | ? | ? | -17% | -3%
9: COc1ccc(N2C(=O)c3cccc4cccc(c34)C2=O)cc1
    -3% | -22% | 6% | -4% | 117%[activator] | 4% | -1% | -3% | 5%
10: COc1ccc(/C=C/C(=O)Nc2c(C)nn(C)c2C)cc1COc1ccc(Cl)cc1Br
    -7% | -15% | 9%[59 µM] | -6% | -5% | 7% | 2% | -6% | 1%
11: Cc1cccc(/N=C/c2c(C)[nH]n(-c3ccccc3)c2=O)n1
    -5% | -19% | ? | -5% | 23% | ? | -14% | -7% | 0%
12: O=C(COc1cccc(Cl)c1)NNC(=S)Nc1ccccc1
    -9% | -12% | 7.1µM* | 5% | -3% | 9% | -15% | 3% | 0%
13: O=C(NC1CC2CCCC(C1)N2Cc1ccccc1)C1CCCCC1 (stereo not drawn)
    -8% | -9% | 17% | 0% | 6% | -8% | 15% | -9% | 2%
14: S=C(Nc1cccc(Cl)c1)Nc1cccc2cnccc12
    -7% | -13% | ? | 4µM* | 65%[activator] | ? | ? | -24% | 0%
15: Cc1ccccc1-n1nc(C)c2cc(C(=O)N3CCN(S(=O)(=O)c4ccccc4)CC3)sc21
    -4% | -14% | ? | -3% | 5% | -2% | 4% | 0% | 6%
16: Cc1ccc(-c2nc(-c3cccnc3)sc2CC(=O)Nc2ccc(C)c(Cl)c2)cc1
    0% | -13% | 8.9µM* | -3% | -1% | -6% | -1% | -16% | -12%
17: COc1ccccc1S(=O)(=O)Cc1ccc(C(=O)N2CCCC2)o1
    -13% | -8% | ? | -6% | -3% | 13% | 32% | -9% | 12%
18: Cc1ccc2nc(-c3cccc(Br)c3)cc(C(=O)Nn3cnnc3)c2c1
    -20% | -6% | -14%[59 µM] | -11% | 84%[activator] | -2% | -22% | -4% | 0%
19: Cc1[nH]n(-c2ccccc2)c(=O)c1/C=N/NC(=O)COc1ccccc1[N+](=O)[O-]
    -6%[60.1 µM] | -7% | 2%[59 µM] | 2% | 10% | 79µM* | 86% | -3% | -1%
20: Cc1ccc(-c2nnc(SCC(=O)NCc3ccccc3)nc2-c2ccc(C)cc2)cc1
    -7%[60.1 µM] | -9% | ? | -10% | 8% | ? | -19% | -7% | nt
21: NC(=O)CSc1nnc(CNc2cccc(Cl)c2)n1CCc1ccccc1
    -16% | -1% | -9% | -2% | 16% | -3% | 11% | -17% | 2%
22: Cc1cc(C)c(C)c(S(=O)(=O)N[C@@H](C)C(=O)OCC(=O)NC2CCCC(C)C2C)c1C (stereo partly drawn)
    -13% | -23% | nt | nt | -2% | nt | nt | nt | 19%
23: CN(CC(=O)O/N=C(\N)c1ccc([N+](=O)[O-])cc1)S(=O)(=O)c1ccc2ccccc2c1
    13% | -17% | ? | -3% | 53%[activator] | -13% | ? | -13% | 8%
24: CCOC(=O)Cn1c(=O)c2c(nc3n2CCCN3Cc2ccccc2)n(C)c1=O
    -9% | -21% | -5% | -8% | 42%[activator] | -12% | 7% | -7% | 21%
25: C[N+](C)(C)CC(=O)N/N=C/c1c2ccccc2cc2ccccc12
    -19% | -13% | 35µM* | 91%[activator] | -20% | 56µM* | 45µM* | -8% | ?
26: Cn1c(=O)c2c(ncn2CC(=O)Nc2nccs2)n(C)c1=O
    -17% | -6% | -21% | -3% | -10% | -33% | 0% | -1% | 5%
27: Cc1nnc(-c2ccc(N3CCOCC3)c([N+](=O)[O-])c2)o1
    2% | 3% | 20%[2.33 µM] | nt | 5% | -5% | nt | nt | -10%
28: COc1ccccc1CNC(=O)C1CC(c2ccc([N+](=O)[O-])cc2)=NO1 (stereo not drawn)
    -1% | -3% | 10%[59 µM] | -1% | 11% | -36% | 53% | ? | 14%
29: CC(=O)c1ccc(C(=O)N2CCCC(CCC(=O)N(C)CCc3ccccn3)C2)s1 (stereo not drawn)
    -10% | -5% | 27% | 0% | 9% | -22% | -28% | -10% | -2%
30: COc1ccc(OC)c(NC(=O)c2ccc3c(=O)n(CCc4ccccc4)c(=S)[nH]c3c2)c1
    1% | -11% | 6%[59 µM] | 6% | 38%[activator] | 7% | 20% | 13% | 24%

Quoted from above (2 entries):
Second line of a record – POLK inh | POLH inh | G9a block | BLM helicase inh | Pol iota inh | BAZ2B inh | POLB inh | Anesthetic bind | APE1 inh
3: CCC/C=C1\CCCOC(C(=O)NCc2ccccc2)(C(F)(F)F)C1 (stereo not drawn)
    -7% | nt | nt | 4% | -2% | nt | nt | -8% | -2%
4: CC1=C(C(=O)Nc2ccccc2C(=O)NCc2ccccc2)SCCO1
    -23% | -12% | 7% | -2% | ? | -38% | -19% | -12% | 48%[activator]

The main list resumes; the three compounds before the break are reprinted first.
Second line of a record – POLK inh | POLH inh | G9a block | BLM helicase inh | Pol iota inh | BAZ2B inh | POLB inh | Anesthetic bind | APE1 inh
28: COc1ccccc1CNC(=O)C1CC(c2ccc([N+](=O)[O-])cc2)=NO1 (stereo not drawn)
    -1% | -3% | 10%[59 µM] | -1% | 11% | -36% | 53% | ? | 14%
29: CC(=O)c1ccc(C(=O)N2CCCC(CCC(=O)N(C)CCc3ccccn3)C2)s1 (stereo not drawn)
    -10% | -5% | 27% | 0% | 9% | -22% | -28% | -10% | -2%
30: COc1ccc(OC)c(NC(=O)c2ccc3c(=O)n(CCc4ccccc4)c(=S)[nH]c3c2)c1
    1% | -11% | 6%[59 µM] | 6% | 38%[activator] | 7% | 20% | 13% | 24%
31: S=c1[nH]nc(COc2ccccc2)n1/N=C/c1ccco1
    -8% | -19% | -116% | -1% | 33%[activator] | ? | -1% | -9% | 3%
32: CC(c1nccs1)N(C)C(=O)CCc1nnc(-c2ccc(-c3ccccc3)cc2)o1 (stereo not drawn)
    2% | -6% | -9% | -9% | -27% | -2% | -9% | -24% | -10%
33: CCCCC(=O)Nc1ccc(C(=O)NNC(=O)c2ccccc2Br)cc1
    -18% | -1% | ? | -3% | -15%[58.9 µM] | 6% | 30% | -6% | 12%
34: Cc1ccc(S(=O)(=O)N[C@@H](C)C(=O)OCC(=O)N2c3ccccc3NC(=O)C2(C)C)cc1
    -5% | -19% | ? | nt | 12% | 9% | nt | nt | -5%
35: COc1cc(NC(=O)CN2CCN(CC(=O)Nc3ccc(F)cc3)CC2)cc(OC)c1
    -3%[60.1 µM] | -7% | -4%[59 µM] | 0% | 5% | 0% | 27% | 6% | nt
36: CC12c3ccccc3C(c3ccccc31)C1C(=O)N(Cc3cccnc3)C(=O)C12 (stereo not drawn)
    -11% | -2% | 2% | -2% | ? | -11% | 27% | -14% | -2%
37: COc1ccc(Cl)cc1NC(=O)CN(C)C(=O)c1sccc1-c1ccccc1
    4% | -20% | -27%[12.7 µM] | nt | 22% | -5% | nt | nt | 27%
38: O=S(=O)(NCc1cc(-c2ccc(Cl)cc2)no1)c1ccc(Cl)cc1
    -12% | -14% | 19% | 2% | 1% | 5% | 81% | -13% | -3%
39: CC(=O)n1nc(-c2cccnc2)nc1NCc1ccc(F)cc1
    7% | -1% | ? | 1% | -26% | 1% | 24% | -4% | nt
40: CCOc1ccccc1OCC(=O)Nc1ccc(Cl)cc1Cl
    -6% | 4% | 51%[12.7 µM] | 0% | 10% | -17% | 7% | -7% | -4%
41: Cc1c(NC(=O)c2cc(-c3ccc(F)cc3)on2)c(=O)n(-c2ccccc2)n1C
    -3%&8% | -23%&-19% | -8%&-2%[59 µM] | 0%&-4% | 133%&22%[activator] | 1%&5% | -8%&0% | 10%&-5% | 80%[activator][12.4 µM]
42: O=S(=O)(NCc1ccccc1)c1ccc(S(=O)(=O)N(Cc2ccccn2)C2CCCC2)cc1
    -11% | -15% | ? | -9% | 9% | 8% | 1% | -9% | -3%

Rewritten with bars between the fields: 5 of the compounds above.
cpd | canonical_smiles | POLK inh | POLH inh | G9a block | BLM helicase inh | Pol iota inh | BAZ2B inh | POLB inh | Anesthetic bind | APE1 inh
25 | C[N+](C)(C)CC(=O)N/N=C/c1c2ccccc2cc2ccccc12 | -19% | -13% | 35µM* | 91%[activator] | -20% | 56µM* | 45µM* | -8% | ?
26 | Cn1c(=O)c2c(ncn2CC(=O)Nc2nccs2)n(C)c1=O | -17% | -6% | -21% | -3% | -10% | -33% | 0% | -1% | 5%
27 | Cc1nnc(-c2ccc(N3CCOCC3)c([N+](=O)[O-])c2)o1 | 2% | 3% | 20%[2.33 µM] | nt | 5% | -5% | nt | nt | -10%
28 | COc1ccccc1CNC(=O)C1CC(c2ccc([N+](=O)[O-])cc2)=NO1 (stereo not drawn) | -1% | -3% | 10%[59 µM] | -1% | 11% | -36% | 53% | ? | 14%
29 | CC(=O)c1ccc(C(=O)N2CCCC(CCC(=O)N(C)CCc3ccccn3)C2)s1 (stereo not drawn) | -10% | -5% | 27% | 0% | 9% | -22% | -28% | -10% | -2%

Assay outcomes from PubChem.

The list is partial (hit frequency here may not be typical).
